# Yeast superoxide: lowers age-related superoxide in aged yeast cells. 0.18% of 330,000 active. S. cerevisiae aged cells, superoxide DHE fluorescence; active compounds read low. superoxide response (% of plate mean), % at 10 µM;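 active means superoxide response under a set limit, about three screen SD below normal, cut at about 65% in these data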;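 further: yeast aged for seven days with compound at 30 °C before DHE staining; 100% = average MFI of all compound-treated wells on the plate with controls excluded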
# MCL1-BIM inh: MCL1-BIM-BH3 interaction inhibition (human) | Q07820 | 0.68% of 320,000 active | AID 2057 | GST-MCL1 / FITC-Bim-BH3 fluorescence polarization | inhibition, % at 10.9 µM;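 active means inhibition above the mean inhibition of all tested compounds plus 3 SD, set per campaign, cut at about 40% in these data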;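 further: 0% = DMSO wells and 100% = unlabeled Bim-BH3 peptide control; higher means more loss of mP so more displacement of Bim peptide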
# Target sequence (Q07820 whole entry, looked up): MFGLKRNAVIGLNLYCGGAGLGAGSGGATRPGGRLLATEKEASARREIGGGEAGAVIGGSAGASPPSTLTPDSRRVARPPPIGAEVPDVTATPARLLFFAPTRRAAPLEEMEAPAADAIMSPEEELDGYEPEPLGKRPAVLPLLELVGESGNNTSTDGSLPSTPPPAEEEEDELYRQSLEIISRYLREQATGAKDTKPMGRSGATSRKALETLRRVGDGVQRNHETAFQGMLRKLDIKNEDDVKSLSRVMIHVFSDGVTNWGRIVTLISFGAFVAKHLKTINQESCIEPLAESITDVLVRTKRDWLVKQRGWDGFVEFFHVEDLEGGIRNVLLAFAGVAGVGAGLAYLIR
# CIT2-GFP yeast: alters CIT2-GFP fluorescence in TOR pathway yeast screen; S. cerevisiae CIT2-GFP strain, flow cytometry, 3 h; 100 means same as DMSO wells; GFP response vs DMSO, % at 10 µM; 0.065% of 320,000 active; AID 2029;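 active means GFP response relative to DMSO above a set limit, near the screen mean plus 3 SD, cut at about 150% in these data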;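 further: ratio of well median GFP fluorescence to mean of DMSO wells on the plate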
# GRK2 inh: human GRK2 inhibition via aptamer displacement; 0.59% of 330,000 active; bead flow cytometry, FAM-aptamer displacement from GRK2; inhibition of aptamer binding, % at 10 µM; P25098;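 active means inhibition of aptamer binding above 40%, roughly 3 SD of noise, on plates passing a quality check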;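 further: median bead fluorescence of bound FAM aptamer so fluorescent compounds give negative values; no value below 0 was filed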
# AGP1 TOR yeast: modulators of TOR pathway AGP1-GFP in S. cerevisiae | S. cerevisiae AGP1-GFP multiplex flow cytometry, 3 h; GFP as percent of DMSO wells | GFP response vs DMSO, % at 10 µM | 0.02% of 320,000 active | AID 2066;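 active means GFP response relative to DMSO above a set limit, near screen average plus 3 SD, cut at about 150% in these data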;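 further: median GFP channel fluorescence of the gated AGP1 strain per well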
# Bcl-xL primary: Bcl-xL (human) inhibition | AID 2129 | 0.7% of 320,000 active | inhibition, % at 10.9 µM | GST-Bcl-xL / FITC-Bim BH3 peptide fluorescence polarization | Q07817;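 active means inhibition above the mean of all tested compounds plus 3 SD, cutoff set per campaign, cut at about 30% in these data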;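 further: 0% = DMSO wells and 100% = unlabeled Bim-BH3 peptide competitor; inhibitors lower millipolarization by displacing the labeled peptide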
# Target sequence (Q07817 whole entry, looked up): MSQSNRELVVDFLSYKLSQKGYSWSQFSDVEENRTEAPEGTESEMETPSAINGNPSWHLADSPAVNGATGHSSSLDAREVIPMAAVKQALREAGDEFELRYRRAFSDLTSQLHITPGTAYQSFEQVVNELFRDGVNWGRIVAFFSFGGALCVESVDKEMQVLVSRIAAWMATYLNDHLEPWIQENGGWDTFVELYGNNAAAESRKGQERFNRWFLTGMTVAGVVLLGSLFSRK
# VLA-4 inh: inhibition in a human VLA-4 binding assay. P13612. VLA-4 expressing cells, ligand binding flow cytometry. inhibition, % (about 7 µM as worked out from the volumes in the protocol). 0.2% of 330,000 active. AID 2557; in the data active means inhibition above about 50%
# MEX-5 binding: C. elegans MEX-5 TCR-2 RNA binding activity | MEX-5/FITC-TCR2 RNA binding, fluorescence polarization; active compounds read low | activity score (negative = inhibition of binding), % at 10 µM | 0.38% of 300,000 active;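 active means inhibition past about -25% in most replicates, and total fluorescence under double the plate's negative control median, limit read from the data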;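 further: 0% = DMSO and -100% = 5 µM competing unlabeled TCR2 RNA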
# Target sequence (Q9XUB2 whole entry, looked up): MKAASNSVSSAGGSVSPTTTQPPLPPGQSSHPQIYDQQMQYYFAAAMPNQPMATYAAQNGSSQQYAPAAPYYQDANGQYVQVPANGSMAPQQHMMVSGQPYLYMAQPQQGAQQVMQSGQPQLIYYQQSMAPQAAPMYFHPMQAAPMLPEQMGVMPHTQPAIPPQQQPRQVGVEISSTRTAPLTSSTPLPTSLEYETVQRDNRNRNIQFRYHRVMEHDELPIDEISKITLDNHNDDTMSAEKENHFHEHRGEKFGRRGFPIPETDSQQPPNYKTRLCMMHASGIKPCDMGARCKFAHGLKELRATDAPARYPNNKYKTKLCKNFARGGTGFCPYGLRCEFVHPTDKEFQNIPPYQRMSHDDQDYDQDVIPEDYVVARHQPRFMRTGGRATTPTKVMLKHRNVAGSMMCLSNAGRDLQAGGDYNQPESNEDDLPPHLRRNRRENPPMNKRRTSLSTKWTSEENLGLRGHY
# GLD-1 TGE inh: GLD-1-TGE RNA interaction inhibition (C. elegans). Q17339. purified GLD-1 + fluorescein TGE RNA, fluorescence polarization. inhibition, % at 5.96 µM. 0.44% of 320,000 active;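 active means percent inhibition above a per-plate cutoff, the plate mean of test compounds plus 3 SD, cut at about 30% in these data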;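 further: 0% = DMSO wells with GLD-1 and probe and 100% = wells lacking GLD-1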
# An asterisk follows results filed as active; · = no result given. Outcome played no part in choosing rows (roughly 2.1% active in at least one column).
canonical_smiles | Yeast superoxide | MCL1-BIM inh | CIT2-GFP yeast | GRK2 inh | AGP1 TOR yeast | Bcl-xL primary | VLA-4 inh | MEX-5 binding | GLD-1 TGE inh
COc1ccc(C2=CC(=O)C[C@H](c3ccc(OC)c(OC)c3)C2)cc1 | 93 | 3 | 97 | 3 | 94 | 7 | 2 | · | -2
COC(=O)c1ccccc1NC(=O)Cn1cnc2c(cnn2-c2ccccc2)c1=O | 140 | 0 | 97 | 1 | 103 | -2 | -474 | -0.4 | -2
COc1ccccc1OCCn1cc(/C=C(\C#N)C(=O)NCc2cccs2)c2ccccc21 | 101 | -17 | 82 | 0 | 94 | -8 | 0 | -0.7 | -2
C/C(CC(=O)Nc1ccccn1)=N\NC(=O)c1ccc([N+](=O)[O-])cc1Cl | 102 | 7 | 97 | 4 | 101 | 3 | 4 | -1.8 | 0
CCN(C[C@H]1N[C@@](Cc2ccccc2)(C(=O)OC)[C@H]2C(=O)N(Cc3ccccc3)C(=O)[C@@H]12)C(=O)Nc1ccc(F)cc1 | 102 | · | 97 | 2 | 103 | · | 42 | · | 6
N#CCCn1cc(/C=N/NC(N)=S)c(-c2ccc(Br)cc2)n1 | 105 | 3 | 84 | 4 | 93 | 3 | 13 | 1.4 | -1
CCN1C(=O)S/C(=C/c2ccsc2)C1=O | 89 | 4 | 98 | 0 | 103 | 3 | 5 | -1.2 | 3
COc1ccccc1C=NNC(=O)c1ccccc1OCCOc1ccccc1 | 83 | · | 94 | 0 | 100 | · | -10 | · | 3
Cc1ccc(-c2nc(C3CCN(S(=O)(=O)c4ccc(C(F)(F)F)cc4)CC3)no2)cc1 | 94 | 9 | 99 | 0 | 95 | 5 | -4 | 0.4 | 2
Cc1csc(NC(=O)Cc2ccccc2Cl)n1 | 93 | 1 | 98 | 11 | 100 | -2 | 4 | 2.8 | 11
COCc1nnc(NC(=O)c2ccc(Cl)cc2[N+](=O)[O-])s1 | 121 | 2 | 107 | 6 | 100 | 6 | 1 | 2.9 | 3
Cc1onc(-c2ccccc2)c1C(=O)OCC(=O)N(C)c1ccccc1 | 108 | · | 118 | 4 | 105 | · | -5 | · | 3
CCCn1c(SCC(=O)c2ccc(OC)c(OC)c2)nc2c1c(=O)n(C)c(=O)n2C | 99 | 5 | 92 | 1 | 91 | 1 | -5 | -2.2 | 4
CCOc1ccc(/C=C/C(O)=C2/C(=O)N(C)C3(C)CC2c2ccccc2O3)cc1OC (stereo not given) | 97 | 4 | 89 | 0 | 100 | 7 | 0 | 0.4 | 5
CCC1=NN(C(=O)c2ccc(C)cc2)C(O)(c2ccc(Br)cc2)C1 (stereo not given) | 102 | -3 | 96 | 0 | 97 | -4 | 4 | 1.2 | 1
CCc1ccccc1NC(=O)c1sc2nc(C)cc(C)c2c1N | 83 | 0 | 102 | 0 | 110 | 2 | -2 | -1.2 | 5
CC(=O)Oc1ccc(C(=O)Nc2cccc(C(=O)c3cccc(NC(=O)c4ccc(OC(C)=O)cc4)c3)c2)cc1 | 100 | -39 | 103 | 0 | 97 | -45 | -9 | 0.9 | 5
COC(=O)c1sccc1NC(=O)CSc1cccc(Cl)c1Cl | 99 | -5 | 90 | 1 | 99 | -2 | 1 | · | -3
CC(C)c1ccc(NC(=O)CN2C(=O)NC(Cc3c[nH]c4ccccc34)C2=O)cc1 (stereo not given) | 83 | -3 | 97 | 0 | 98 | 1 | 5 | · | 5
Cc1ccc(NC(=O)Cc2noc3ccccc23)cc1 | 113 | 6 | 95 | 1 | 103 | 3 | 2 | 1.9 | 5
S=C(NCc1ccncc1)Nc1ccc(Br)cc1 | 107 | -1 | 104 | 3 | 97 | 2 | -1 | -0.8 | 8
Cc1ccccc1CNS(=O)(=O)c1ccc2c(c1)OCCO2 | 93 | 6 | 100 | 1 | 98 | 3 | 11 | -0.5 | 6
CCOC(=O)N1CCN(C(=O)CSCC(=O)Nc2nc(-c3ccc(-c4ccccc4)cc3)cs2)CC1 | 114 | 3 | 88 | 0 | 87 | 1 | 1 | -0.5 | -8
O=C(CC1C(=O)NCCN1Cc1ccc(-c2ccccc2)cc1)NCc1ccncc1 (stereo not given) | 124 | 20 | 119 | 0 | 113 | 9 | -11 | -2.7 | 1
Cc1cc(NC(=O)CSc2nnc(-c3ccco3)n2CC2CCCO2)no1 (stereo not given) | 101 | 6 | 106 | 4 | 102 | 0 | -3 | -0.1 | 4

# Entries of single compounds, looked up by structure:
# CCC1=NN(C(=O)c2ccc(C)cc2)C(O)(c2ccc(Br)cc2)C1 (stereo not given) is listed as Yeast superoxide = 102; MCL1-BIM inh = -3; CIT2-GFP yeast = 96; GRK2 inh = 0; AGP1 TOR yeast = 97; Bcl-xL primary = -4; VLA-4 inh = 4; MEX-5 binding = 1.2; GLD-1 TGE inh = 1
# Cc1ccccc1CNS(=O)(=O)c1ccc2c(c1)OCCO2 is listed as Yeast superoxide = 93; MCL1-BIM inh = 6; CIT2-GFP yeast = 100; GRK2 inh = 1; AGP1 TOR yeast = 98; Bcl-xL primary = 3; VLA-4 inh = 11; MEX-5 binding = -0.5; GLD-1 TGE inh = 6

# Other compounds
canonical_smiles | Yeast superoxide | MCL1-BIM inh | CIT2-GFP yeast | GRK2 inh | AGP1 TOR yeast | Bcl-xL primary | VLA-4 inh | MEX-5 binding | GLD-1 TGE inh
Cc1ccc(OCCN(C)C)c([N+](=O)[O-])c1 | 98 | 5 | 97 | 3 | 101 | 5 | -4 | 0.5 | 7
C/C(=N/NC(=O)CNC(=O)c1ccco1)c1ccco1 | 97 | 8 | 99 | 2 | 98 | 5 | 17 | 0.4 | -1
Cn1c(N2CCOCC2)nc(-c2ccccc2)c1-c1ccccc1 | 117 | -8 | 102 | 1 | 101 | -1 | 1 | 0.0 | -1
O=C(Cn1nc(Cl)nc1Cl)c1ccc2c(c1)OCCO2 | 103 | 3 | 101 | 1 | 109 | 7 | -7 | 1.8 | 3
CS(=O)(=O)N(CC(=O)Nc1ccccc1Sc1ccccc1)c1cccc(Br)c1 | 105 | -1 | 100 | 1 | 104 | 6 | 0 | -0.3 | 1
O=C(CSc1nc2nccnc2c(=O)n1Cc1cccs1)Nc1ccccc1F | 90 | -2 | 99 | 1 | 95 | 5 | 24 | -2.8 | 8
CN(C(=O)c1sc2nc(N3CCCC3)c3c(c2c1N)CC(C)(C)OC3)c1ccccc1 | 99 | 5 | 97 | 5 | 104 | 10 | 3 | 2.6 | 9
Cc1ccc(Cl)cc1NC(=S)N(Cc1ccccc1)Cc1cccnc1 | 89 | 7 | 98 | 2 | 102 | 4 | 5 | 3.4 | 0
CC1(C)Cc2cccc(C(=O)Nc3ccc(Cl)cc3)c2O1 | 102 | 5 | 91 | 0 | 104 | 6 | -3 | 0.8 | 4
O=C(O)CN1C(=O)C(=O)N(Cc2ccc(C(F)(F)F)cc2)C1=O | 147 | -13 | 106 | 3 | 106 | -4 | 8 | -0.6 | -3
O=C(NCc1nnc(SCC(=O)N2CCC(Cc3ccccc3)CC2)o1)c1ccccc1F | 132 | 5 | 113 | 0 | 107 | 9 | 17 | -1.9 | 3
Cc1cc(OCC(O)CN2CCN(C)CC2)ccc1C(C)C (stereo not given) | 86 | -1 | 102 | 2 | 98 | 1 | -11 | -1.4 | 1
O=S(=O)(/N=C(/NNS(=O)(=O)c1ccccc1)c1ccccc1)c1ccccc1 | 90 | -12 | 91 | 2 | 93 | -6 | -4 | -4.5 | 3
O=C(Nc1cccc(-c2cn3ccccc3n2)c1)c1cccs1 | 88 | -3 | 105 | 2 | 111 | 3 | -16 | -0.8 | -8
Cc1ccc(CSCCNC(=O)CCSc2ccccc2)cc1 | 104 | 3 | 95 | 2 | 89 | 2 | 3 | 1.0 | 13
N#CC(C#N)=C/C=C(\Nc1ccc(Cl)cc1)c1ccc(Cl)cc1 | 91 | -34 | 111 | 16 | 111 | -20 | 17 | 0.5 | -22
O=C(/C=C/c1ccco1)NCCCN1CCN(CCCNC(=O)/C=C/c2ccco2)CC1 | 82 | 7 | 109 | 0 | 102 | 8 | 16 | -0.6 | 1
COCCn1cnc2c1c(=O)n(CC(=O)OCC#N)c(=O)n2Cc1ccccc1 | 90 | -6 | 86 | 0 | 96 | 0 | -6 | 1.3 | -4
C=CCSc1nnc(NC(=O)CSc2nc3ccccc3[nH]2)s1 | 97 | -8 | 96 | 2 | 95 | -2 | -5 | -6.6 | 2
O=C(c1ccc(Cl)c(S(=O)(=O)N2CCOCC2)c1)N1CCN(c2ccccc2)CC1 | 96 | -5 | 105 | 0 | 102 | 2 | 14 | 0.2 | 2
COc1ccc(/C(C)=N/NC(=O)CCC(=O)Nc2ccc(Cl)cc2Cl)c(OC)c1 | 106 | 10 | 110 | 0 | 113 | 6 | -5 | 0.8 | 3
C=CCNC(=O)COC(=O)c1cc(S(=O)(=O)N2CCCCC2)ccc1Cl | 113 | 2 | 99 | 0 | 98 | 6 | 7 | -0.1 | 9
CCOc1ccc(NS(=O)(=O)c2ccc(NC(=O)c3ccccn3)cc2)cc1 | 119 | 3 | 98 | 0 | 106 | 0 | 20 | · | 1
Cc1cc(=O)[nH]c2ccc(S(=O)(=O)N3CCOCC3)cc12 | 78 | 2 | 88 | 3 | 89 | 3 | 8 | -1.3 | 6
CCCC1(c2ccccc2)NC(=O)N(CCN2C(=O)c3ccccc3C2=O)C1=O (stereo not given) | 94 | 4 | 101 | 0 | 95 | 0 | -9 | -0.3 | 1
CCOc1cccc(/C=N/NC(=O)CC2C(=O)NN=C2C)c1O (stereo not given) | 94 | 8 | 107 | 1 | 101 | 2 | 7 | -5.3 | -3

# Structures from the list above containing a thiophene ring, fused or not:
canonical_smiles | Yeast superoxide | MCL1-BIM inh | CIT2-GFP yeast | GRK2 inh | AGP1 TOR yeast | Bcl-xL primary | VLA-4 inh | MEX-5 binding | GLD-1 TGE inh
COc1ccccc1OCCn1cc(/C=C(\C#N)C(=O)NCc2cccs2)c2ccccc21 | 101 | -17 | 82 | 0 | 94 | -8 | 0 | -0.7 | -2
CCN1C(=O)S/C(=C/c2ccsc2)C1=O | 89 | 4 | 98 | 0 | 103 | 3 | 5 | -1.2 | 3
CCc1ccccc1NC(=O)c1sc2nc(C)cc(C)c2c1N | 83 | 0 | 102 | 0 | 110 | 2 | -2 | -1.2 | 5
COC(=O)c1sccc1NC(=O)CSc1cccc(Cl)c1Cl | 99 | -5 | 90 | 1 | 99 | -2 | 1 | · | -3
O=C(CSc1nc2nccnc2c(=O)n1Cc1cccs1)Nc1ccccc1F | 90 | -2 | 99 | 1 | 95 | 5 | 24 | -2.8 | 8
CN(C(=O)c1sc2nc(N3CCCC3)c3c(c2c1N)CC(C)(C)OC3)c1ccccc1 | 99 | 5 | 97 | 5 | 104 | 10 | 3 | 2.6 | 9
O=C(Nc1cccc(-c2cn3ccccc3n2)c1)c1cccs1 | 88 | -3 | 105 | 2 | 111 | 3 | -16 | -0.8 | -8

# Screening data: PubChem, several laboratories
